Vif imaging = inhibitors of HIV Vif; 340,000 tested, 0.35% active; inhibition, % at 7.49 µM; HEK293T cells, Vif self-association by quenched fluorescence, imaging, 24 h; AID 602346; in the data active = inhibition above about 50%, passing the limit was not always enough; note: some results filed as inactive read as strong as hits
CaV13 ICDI inh = Primary screen for inhibitors of IQ motif and Ca2+-dependent inactivation inhibitor domain binding in CACNA1D, Förster resonance energy transfer in living cells, …; HEK cells, CFP/YFP FRET ICDI-IQ, plate reader, 10 min; percent FRET-ratio fall versus neutral wells; inhibition, % at 12.3 µM; 340,000 tested, 0.098% active; AID 743397;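 active = mean replicate inhibition of at least 30% and at least 1% of replicates passing that level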;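 note: 0% = median of the neutral control wells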
* marks the source's active call; other numbers are inactive results; / = not tested or not shown.

1: COC(=O)c1ccc(COc2ccc3c(C)c(C)c(=O)oc3c2C)o1
2: C[C@]12CC[C@@H]3c4ccc(O)cc4[C@@H](O)C[C@H]3[C@@H]1CC[C@@H]2O
3: CCCCCC#CCC#CCC#CCC#CCCCC(=O)O
4: COc1ccc(-c2c(C)c3ccc(OCC(C)=O)cc3oc2=O)cc1
5: COC(=O)[C@]12C[C@H](CC(=O)NCc3cccs3)C(=O)N(CCC3=CCCCC3)C1=C[C@H](C(C)(C)C)O[C@@H]2C
6: NC(Cc1ccc(O)cc1)C(=O)NN=Cc1ccccc1O (stereo not given)
7: O=C1[C@@H]2[C@H](C(=O)N1C[C@@H](COCc1ccccc1)Oc1cccc3c1S(=O)(=O)N(CCc1ccc(F)cc1)C[C@H](COCc1ccccc1)O3)[C@@H]1C=C[C@H]2C1
8: Cc1cc(C)c(C2=NOC3c4ccccc4OCC23)c(C)c1 (stereo not given)
assay / compound,1,2,3,4,5,6,7,8
Vif imaging,3,-1,-3,-5,/,/,/,/
CaV13 ICDI inh,/,/,/,/,-9,-11,-5,-13

9: O=C1[C@H]2[C@H](C=CC[C@H]2C(=O)N2CCOCC2)CCN1Cc1ccc(Cl)c(Cl)c1
10: C[C@@H]1CNC(=O)c2c(C(=O)N(C)Cc3ccccc3)ncn21
11: CCc1c(C)sc2nc(C(C)C)nc(SCC(=O)N3CCc4ccccc4C3)c12
12: CNc1ncn(-c2c(C)cccc2C)c(=O)n1
13: COc1ccc(NC(=O)CN2CCC3(O)CCCCC3C2c2ccccc2OC)cc1 (stereo not given)
14: COc1cccc(C(=O)N[C@H](C(=O)N2CCC[C@H]2C(=O)NC2CCCC2)c2ccccc2)c1
15: COC(=O)C1=C(C)N(C)C(=NCc2ccccc2C(F)(F)F)NC1c1cccc(F)c1 (stereo not given)
16: CN(c1ccc(NC(=O)CCc2c[nH]c3ccccc23)cc1)c1ccccn1
assay / compound,9,10,11,12,13,14,15,16
Vif imaging,/,/,/,/,/,/,/,/
CaV13 ICDI inh,-8,-4,-7,-12,-5,-9,-2,-11

17: C[C@H](O)[C@@H]1CN2CCc3ccc(-c4ccc5c(c4)OCO5)cc3[C@@H]2C[C@@H]1N(C)C(=O)c1cccc(Cl)c1
18: COc1ccc(S(=O)(=O)N2CCCc3nc(C)c(C)cc32)cc1
19: N#Cc1c(-c2ccncc2)c2c([nH]c1=O)-c1ccccc1OC2
20: NC(=O)CC[C@@H]1NC(=O)[C@@H]2CCCN2C(=O)c2cc([N+](=O)[O-])cc(I)c2NCCC[C@@H](C(N)=O)NC1=O
21: CCOc1cccc(C=NNc2nc(=O)cc(C(=O)OC)s2)c1O
22: COc1ccc(/C=C2\C(=O)ON=C2c2cccc([N+](=O)[O-])c2)cc1
23: O=C(O)c1ccc2c3n(nc2c1)-c1ccc(Cl)cc1CO3
24: Cc1cc(N2CCN(C(=O)OC(C)(C)C)C[C@H]2C)ccc1N1CC[C@@H](O)C1
assay / compound,17,18,19,20,21,22,23,24
Vif imaging,/,/,/,/,/,/,/,/
CaV13 ICDI inh,-4,-9,-6,-11,-12,0,2,-9

Part of the list above, with tabs.
no.	Compound	Vif imaging	CaV13 ICDI inh
20	NC(=O)CC[C@@H]1NC(=O)[C@@H]2CCCN2C(=O)c2cc([N+](=O)[O-])cc(I)c2NCCC[C@@H](C(N)=O)NC1=O	/	-11
21	CCOc1cccc(C=NNc2nc(=O)cc(C(=O)OC)s2)c1O	/	-12
22	COc1ccc(/C=C2\C(=O)ON=C2c2cccc([N+](=O)[O-])c2)cc1	/	0

Remaining list, next part.
25: CCCCCCCCN1C(=O)[C@@H](CC(=O)NCCCOC)C[C@@]2(C(=O)OC)C1=C[C@H](C(C)(C)C)O[C@@H]2C
26: COC(=O)C1=C(C)N(C)C(=NCc2ccc(C(F)(F)F)cc2)NC1c1cccc(F)c1 (stereo not given)
27: COC(=O)C1=C(C)N(Cc2cccc(C(F)(F)F)c2)C(=NCc2cc(OC)c(OC)c(OC)c2)NC1c1ccc(F)cc1 (stereo not given)
28: CCOC(=O)[C@@H]1CSCCS(=O)(=O)N1Cc1ccc(C(F)(F)F)cc1
29: O=C(NCCc1ccccc1)c1ccc(-c2ccccc2C(F)(F)F)o1
30: CCOC(=O)C1CSCCS(=O)(=O)N1Cc1ccc(Br)cc1 (stereo not given)
31: O=C1CC(Cc2ccccc2)C(=O)N1CCCn1ccnc1 (stereo not given)
32: O=C(N[C@@H](Cc1cccnc1)C(=O)N1CCC[C@H]1C(=O)NC1CCCC1)c1cccs1
assay / compound,25,26,27,28,29,30,31,32
Vif imaging,/,/,/,/,/,/,/,/
CaV13 ICDI inh,-11,-10,-4,-5,-10,-3,-4,-11

33: O=C1NC2(CCCC2)C(=O)N1Cc1cc(=O)n2ccsc2n1
34: CSC1=Nc2ccccc2N=C(N2CCCC2)C1
35: CCN(CC)c1ccc2cc(C(N)=O)/c(=N\NC(=O)c3ccncc3)oc2c1
36: COC(=O)[C@H](N[C@H](/C=C/c1ccccc1)[C@@H](O)Cc1ccccc1)c1ccccc1
37: CCCCOCC1CN(CCCC)S(=O)(=O)c2c(cccc2Sc2ccc(SC)cc2)O1 (stereo not given)
38: O=c1[nH]c2ccccc2c(O)c1-c1cc2ccccc2oc1=O
39: COC(=O)C1=C(C)N(Cc2ccc(C(F)(F)F)cc2)C(=NCc2ccc(C(F)(F)F)cc2)NC1c1cccc(F)c1 (stereo not given)
40: O=C1NC(Cc2ccc(O)cc2)c2nc3ccccc3c(=O)n2-c2ccccc21 (stereo not given)
assay / compound,33,34,35,36,37,38,39,40
Vif imaging,/,/,/,/,/,/,/,/
CaV13 ICDI inh,-4,-12,-11,-7,-8,5,-4,-6

41: CCOC(=O)C1=CCN(S(=O)(=O)c2ccccc2Br)C1c1ccc(Cl)cc1 (stereo not given)
42: CN(C)c1cccc2c(S(=O)(=O)NC(=O)[C@H]3O[C@@H](n4ccc(=O)[nH]c4=O)[C@H](O)[C@@H]3O)cccc12
43: CC(C)CNC(=O)NC(=O)COC(=O)c1cc([N+](=O)[O-])ccc1NCc1ccccc1Cl
44: COC(=O)[C@]12C[C@H](CC(=O)NCCCN3CCCC3=O)C(=O)N(Cc3ccc4c(c3)OCO4)C1=C[C@H](COCc1ccccc1)O[C@@H]2C
45: CCCC(=O)Nc1cccc(C(=O)Nc2ccccc2OCC)c1
46: CC(=NNc1ccc2ccccc2n1)c1ccccn1
47: C[C@@H]1C=CCCO[C@]12C(=O)Nc1ccccc12
48: COC(=O)C1=C(C)N(Cc2cccc(C(F)(F)F)c2)C(=NCc2cc(OC)c(OC)c(OC)c2)NC1c1ccc(Cl)cc1 (stereo not given)
assay / compound,41,42,43,44,45,46,47,48
Vif imaging,/,/,/,/,/,/,/,/
CaV13 ICDI inh,-4,-4,-1,-9,-2,-12,-2,-4

Entries listed so far that contain a furan ring, fused or not, in the order listed:
1: COC(=O)c1ccc(COc2ccc3c(C)c(C)c(=O)oc3c2C)o1
29: O=C(NCCc1ccccc1)c1ccc(-c2ccccc2C(F)(F)F)o1
assay / compound,1,29
Vif imaging,3,/
CaV13 ICDI inh,/,-10

From compound 43 to 46, as listed above:
43: CC(C)CNC(=O)NC(=O)COC(=O)c1cc([N+](=O)[O-])ccc1NCc1ccccc1Cl
44: COC(=O)[C@]12C[C@H](CC(=O)NCCCN3CCCC3=O)C(=O)N(Cc3ccc4c(c3)OCO4)C1=C[C@H](COCc1ccccc1)O[C@@H]2C
45: CCCC(=O)Nc1cccc(C(=O)Nc2ccccc2OCC)c1
46: CC(=NNc1ccc2ccccc2n1)c1ccccn1
assay / compound,43,44,45,46
Vif imaging,/,/,/,/
CaV13 ICDI inh,-1,-9,-2,-12

Later entries
49: CC(=C1SC(=S)NC1=O)c1ccc(Cl)c(O)c1
50: COc1ccc(C2c3c(oc4ccccc4c3=O)C(=O)N2Cc2ccncc2)cc1OC (stereo not given)
51: Cc1ccc(Cn2c(C(C)Nc3nc(C)cs3)nc3cc(Cl)c(Cl)cc32)cc1 (stereo not given)
52: COC(=O)[C@]12C[C@H](CC(=O)NCCCCc3ccccc3)C(=O)N(Cc3ccccc3)C1=C[C@H](C(C)C)O[C@@H]2C1CC1
53: Cc1ccc(C2NC(=O)c3n[nH]c(C)c32)cc1 (stereo not given)
54: O=[N+]([O-])c1cccc(COc2ccc(CO)cc2)c1
55: Fc1cccc(Cl)c1CN1CCN(c2ncc(Cc3ccccc3)cn2)CC1
56: O=C(N/N=C/c1ccc2c(c1)OCO2)C(=O)Nc1ccc2ccccc2c1
assay / compound,49,50,51,52,53,54,55,56
Vif imaging,/,/,/,/,/,/,/,/
CaV13 ICDI inh,-3,-6,-6,-8,-4,-5,-11,-18

57: COc1ccc(-c2nc3c(C)cc(Br)cn3c2Cc2ccccc2C(F)(F)F)cc1OC
58: CC(C)C[C@H](NC(=O)c1ccccn1)C(=O)N1CCC[C@H]1C(=O)NCc1ccccc1
59: COc1ccc(-c2ccc3c(n2)CCCN3S(=O)(=O)c2ccc(C)cc2)cc1
60: Cc1cc(Br)cn2c(Cc3cccc(F)c3)c(-c3ccco3)nc12
61: COc1ccc(C(=O)CC2(O)C(=O)N(CN3CCOCC3)c3ccc(Br)cc32)cc1 (stereo not given)
62: C[C@@H]1CN([C@@H](C)CO)C(=O)CCCn2cc(nn2)CO[C@H]1CN(C)C(=O)c1ccc(N2CCN(C)CC2)cc1
63: CCOC(=O)CN1CCCc2nc(C)c(C)cc21
64: O=S(=O)(c1ccccc1)N1CCCc2nc(-c3ccc(Br)cc3)ccc21
assay / compound,57,58,59,60,61,62,63,64
Vif imaging,/,/,/,/,/,/,/,/
CaV13 ICDI inh,-10,-12,-5,-10,-13,-5,-9,-5

65: COCCCNC(=O)C[C@H]1C[C@@]2(C(=O)OC)C(=C[C@H](C(C)C)O[C@@H]2C2CC2)N(Cc2ccccc2)C1=O
66: COc1ccc(NC(=O)Nc2ccc3c(c2)C(=O)N([C@H](C)CO)C[C@@H](C)[C@@H](CN(C)Cc2ccc4c(c2)OCO4)OCCCC[C@H](C)O3)cc1
67: CCOC(=O)C1=CCN(S(=O)(=O)c2ccc(Br)cc2)C1c1cccc(F)c1 (stereo not given)
68: O=S1(=O)c2cc(Cl)ccc2N2CCC[C@@H]2CN1Cc1ccc(Cl)c(Cl)c1
69: CCn1c2c(n(C(C)=O)c1=O)C=C(C(=O)N1CCCC1)C(C)C(c1ccccc1)=C2 (stereo not given)
70: COC(=O)[C@]12C[C@H](CC(=O)NCc3cccc4ccccc34)C(=O)N(CCc3ccc(OC)c(OC)c3)C1=C[C@H](C(C)(C)C)O[C@@H]2C
71: C[C@@H]1ON(C)[C@H]2C[C@H]3c4[nH]c5c(-c6ccccc6)cccc5c4CCN3C[C@@H]12
72: COc1ccc(C2CC(=O)C(c3ccc(Br)cc3)=CN2Cc2ccccc2)cc1 (stereo not given)
assay / compound,65,66,67,68,69,70,71,72
Vif imaging,/,/,/,/,/,/,/,/
CaV13 ICDI inh,-7,-5,-2,-6,-5,-11,-6,-4

73: COc1ccc([C@H]2Oc3cc(O)cc(O)c3C(=O)C2[C@@H]2C(=O)c3c(O)cc(O)cc3O[C@@H]2c2ccc(OC)cc2)cc1 (stereo not given in full)
74: N#Cc1ccc(S(=O)(=O)NC(=O)[C@H]2O[C@@H](n3ccc(=O)[nH]c3=O)[C@H](O)[C@@H]2O)cc1
75: O=C(Nc1cccc([N+](=O)[O-])c1)OCc1ccc2c(c1)OCO2
76: C#CCOCCOCCOCCNc1nc(N2CCN(C(=O)C([C@@H](C)CC)n3cc(C(N)COC(=O)C(F)(F)F)nn3)CC2)nc(N2CCN(C(=O)C([C@@H](C)CC)n3cc(C(N)CC(C)C)nn3)CC2)n1 (stereo not given in full)
77: COC(=O)N1C[C@H](OCc2cn(-c3ccc(OC)cc3)nn2)[C@H]2C[C@@H]1c1ccccc1O2
78: Cc1noc(C)c1S(=O)(=O)N(C)C[C@@H]1OCc2cnnn2CCCC(=O)N([C@@H](C)CO)C[C@@H]1C
79: COC(=O)[C@@]1(Cc2ccc(OC)cc2)[C@@H]2C(=CC(=O)[C@H]2CC(=O)C(=O)N(C)C)CN1C(=O)c1ccccc1
80: CCn1c(SCC(=O)Nc2ccccc2)nc2nc3c(cc2c1=O)COC(C)(C)C3
81: C[C@H](c1ccccc1)N1C[C@@H](COCc2ccccc2)Oc2cccc(N3CCCC3)c2S1(=O)=O
82: CN(C)S(=O)(=O)N(CC(=O)Nc1ccccc1C(F)(F)F)c1ccccc1
assay / compound,73,74,75,76,77,78,79,80,81,82
Vif imaging,/,/,/,/,/,/,/,/,/,/
CaV13 ICDI inh,-6,-4,-13,-10,-4,-6,-5,-5,-4,-5

Source: PubChem BioAssay (Broad Institute)

This is a subset; the hit share may differ from the screen's.
